# SIRT5 inh: SIRT5 desuccinylase inhibitors, primary screen, biochemical, fluorescence imaging, single point, set 5; NAD-dependent protein deacylase sirtuin-5, mitochondrial (Homo sapiens), Q9NXA8; Purified SirT5, succinyl-peptide AMC, trypsin-coupled fluorescence; inhibition, % at 15 µM; 1.1% of 330,000 active; in the data active = inhibition above about 15%; inconclusive = no clear call, values can overlap the other calls
# Target sequence (Q9NXA8 whole entry, looked up): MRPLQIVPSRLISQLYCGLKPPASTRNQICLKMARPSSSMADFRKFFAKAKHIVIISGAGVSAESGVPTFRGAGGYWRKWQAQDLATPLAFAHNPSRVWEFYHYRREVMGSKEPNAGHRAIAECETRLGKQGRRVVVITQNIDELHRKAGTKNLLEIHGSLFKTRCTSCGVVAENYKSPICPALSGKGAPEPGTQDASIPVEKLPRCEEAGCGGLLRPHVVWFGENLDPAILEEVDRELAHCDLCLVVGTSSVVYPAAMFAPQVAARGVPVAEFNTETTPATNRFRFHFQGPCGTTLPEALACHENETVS
# LGR2 inh: inhibitors of bursicon-induced LGR2 CRE-luciferase signal, primary screen, cell-based, HEK293, CRE-luciferase reporter, bursicon stimulation | Drosophila bursicon receptor LGR2 (rickets) | bursicon-stimulated, 4 h | inhibition, % at 9.99 µM | 0.35% of 380,000 active | AID 720647, 2013;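 active = drop in luminescence signal, shown as inhibition above about 50% in the replicate tests, limit read from the data, passing the limit was not always enough; inconclusive = probably only some replicates passing the limit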;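 note: agonist challenge used bursicon conditioned medium at about half maximal strength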
# Casp6 inh: human caspase-6 inhibitors, primary screen, biochemical, VEID-R110 fluorescence, single point, set 2. 0.53% of 350,000 active. purified caspase-6, Z-VEID-R110 cleavage fluorescence. P55212. inhibition, % at 12.5 µM. AID 686996, 2013;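 active = mean inhibition across replicates at least about 35%, with every replicate also reaching that limit, limit read from the data; inconclusive = only one of the two criteria met; inactive = neither criterion met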;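 note: 0% = median of neutral control wells and 100% = no fluorescence left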
# Target sequence (P55212 24-179 limits assumed): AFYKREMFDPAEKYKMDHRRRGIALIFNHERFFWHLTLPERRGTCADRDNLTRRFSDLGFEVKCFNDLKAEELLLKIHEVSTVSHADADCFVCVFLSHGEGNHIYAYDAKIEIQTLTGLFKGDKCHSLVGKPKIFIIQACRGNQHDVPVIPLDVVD
# Target sequence (P55212 194-293 limits assumed): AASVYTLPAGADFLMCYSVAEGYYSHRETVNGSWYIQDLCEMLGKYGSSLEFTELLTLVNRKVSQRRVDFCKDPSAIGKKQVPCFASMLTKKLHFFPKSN
# EWS-Fli block: EWS/Fli-driven NR0B1 reporter inhibitors, primary screen, A673 cells, NR0B1 luciferase, luminescence, MLPCN library. viability-normalised. inhibition, % at 12.6 µM. 0.67% of 350,000 active. AID 651661, 2012;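 active = mean inhibition of at least 50% after viability correction, with every replicate also passing that limit; inconclusive = mean reaches 50% but only one of two replicates passes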;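 note: firefly luciferase signal divided by Alamar Blue viability fluorescence both relative to DMSO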
# ARNT-TACC3 inh: disruptors of ARNT/TACC3 protein interaction, primary screen, biochemical, AlphaScreen, single concentration. AID 623870, 2012. AlphaScreen His-ARNT PAS-B/GST-TACC3 binding, luminescence; TACC3 fragment carries E629A point mutation. 0.66% of 390,000 active. inhibition, % at 9.99 µM. Transforming acidic coiled-coil-containing protein 3 (Homo sapiens), Q9Y6A5;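 active = mean inhibition of replicates at least 50% and at least half of replicates each reaching 50%; inconclusive = half or more replicates reach 50% but mean below 50%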;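 note: 0% = complete ARNT plus TACC3 wells and 100% = ARNT alone without TACC3; many hits fall short of the cut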
# DENV2 CPE rescue: inhibitors of DENV2 cytopathic effect, primary screen, cell-based, plate reader, single concentration; 1.7% of 350,000 active; CPE inhibition, % at 9.99 µM; DENV2-infected cells, cytopathic effect rescue; AID 651640, 2012; in the data active = CPE inhibition above about 20%, passing the limit was not always enough; inconclusive = no clear call, values can overlap the other calls; tested in BHK-21 cells;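 note: 0% = median of neutral control wells and 100% = median of positive control wells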
# PAX8 reporter: inhibitors of PAX8-driven TPO luciferase reporter, primary screen, RMG-I cells, single concentration; SteadyGlo, 24 h; inhibition, % at 12.6 µM; 1.2% of 360,000 active;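 active = mean replicate inhibition at least 60% with every replicate also reaching 60%; inconclusive = only one of the two criteria is met; inactive = mean below 60% and not all replicates reaching 60%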;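 note: luciferase light reporting Pax8 driven TPO promoter activity; plate controls were median of neutral control wells for no effect and mitoxantrone controls for full effect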
# * hit, by the source's call; ? = inconclusive; · = no result given; & = joins results of further samples.
SMILES,SIRT5 inh,LGR2 inh,Casp6 inh,EWS-Fli block,ARNT-TACC3 inh,DENV2 CPE rescue,PAX8 reporter
C[C@@H]1CN([C@H](C)CO)C(=O)c2cc(NC(=O)Nc3ccccc3)ccc2O[C@@H]1CN(C)S(=O)(=O)c1cccs1,0,13,-1,20,2,-13,-1
CC(=O)Nc1ccc(S(=O)(=O)N2CCC(C(=O)O)(c3ccccc3)CC2)cc1,-2,-14,3,1,-19,9,-7
COc1ccc(NS(=O)(=O)CC(C)C)c(OC)c1,1,-2,5,-7,0,1,17
O=C(c1ccccc1)c1c[nH]c(C(=O)C(Cl)(Cl)Cl)c1,3,8,4,4,-7,2,-7
O=C(O)Cn1cc(/C=N/NC(=O)c2cc3cc(Br)ccc3o2)c2ccccc21,10,14,5,10,19,-2,16
O=C(C[C@@H]1C=C[C@@H](NS(=O)(=O)c2ccccc2)[C@@H](CO)O1)NCc1ccc(Cl)c(Cl)c1,9,24,2,-129,-7,?,-1
COc1cc(/C=C(\C#N)C(=O)NCc2ccccc2)ccc1OCc1ccc(C(=O)O)cc1,0,8,3,-11,-5,·,-1
COc1ccc(C(=O)Nc2c(Cl)cc(Cl)cc2C(=O)N2CCOCC2)cc1,-3,-5,1,-4,-3,5,-15
C/C=C/c1cnc2c(c1)C(=O)N([C@H](C)CO)C[C@@H](C)[C@@H](CN(C)C(=O)c1ccc3c(c1)OCO3)O2,-2,14,0,-8,4,9,·
CN(Cc1ccc(Cl)s1)C(=O)CNC(=O)CNC(=O)c1ccc(Cl)cc1Cl,-7,8,2,2,-5,4,0
Cc1nc2cc(-c3ccccc3)nn2c(C)c1CCC(=O)N1CCN(c2ccccc2)CC1,·,-18,-1,40,·,11,-20
CCCCNc1cccc2c1S(=O)(=O)N[C@H](Cc1ccccc1)CO2,-5,-5,1,12,·,-5,-7
CCN(C(=O)COC(=O)c1cccc(S(=O)(=O)N(C)C)c1)c1c(N)n(Cc2ccccc2)c(=O)[nH]c1=O,-1,12,0,-3,-1,-5,-4
C=CCN1C(=O)C2(OCCCO2)c2cc(Cl)ccc21,2,20,3,10,-4,3,0
O=C(NC(=O)c1ccc(F)cc1F)Nc1ccc(Cl)cc1,-3,-39,-1,-72,-6,0,-57
CCCNC(=O)c1cc2c(c(-c3cccc(-c4cc5ccccc5o4)c3)n1)[C@H](CCO)N(C(=O)NC(C)C)C2,2,15&25,1&-1,-6&-12,·,-2&1,22
Cc1ccnc(SCc2ccc(C(=O)O)cc2)n1,-2,-9,0,3,-13,0,5
Cc1onc(-c2c(F)cccc2Cl)c1C(=O)Nc1ccc(S(=O)(=O)N2CCOCC2)cc1,·,15,-1,-11,-34,-10,13
O=C(CCN1C(=O)/C(=C/c2ccccc2)SC1=S)NC1CCS(=O)(=O)C1 (stereo unspecified),-6,-11,-2,·,-6,2,29
CCc1ccc(CNC(=O)CCC(=O)N2Cc3cccc(OC)c3Oc3ncccc32)cc1,4,5,-1,-9,0,-4,2
C[C@@H]1CN([C@H](C)CO)C(=O)Cc2cc(NS(=O)(=O)c3cccs3)ccc2O[C@@H]1CN(C)C(=O)NC1CCCCC1,-3,-7,1,-6,-17,?,·
C/C(=N\NC(=O)CCC(=O)Nc1ccc(C)c(C)c1)c1cccs1,-7,-10,2,-9,-2,11,-4
COc1cc(OC)c(C(=O)Nc2cccnc2)cc1OC,2,5,1,2,-9,-2,11
COc1cccc(-c2ccc([C@H]3[C@H](CO)N4C(=O)CN(C(=O)C5CC5)C[C@@H]34)cc2)c1,1,2,2,-16,·,29*,0
Cc1cc(/C(N)=N/OC(=O)Nc2ccc(Cl)cc2)no1,-5,-18,1,-45,5,3,5
COc1ccccc1NS(=O)(=O)c1cc(-c2cc(C)no2)ccc1OC,-1,-3,0,-18,-3,?,15
CC(C)CCSc1nc2c(c(=O)[nH]c(=O)n2C)n1CCCc1ccccc1,-2,13,0,19,-1,1,-8
C[C@H](CO)N1C[C@H](C)[C@H](CN(C)CC2CC2)OCCCC[C@H](C)Oc2ccc(NC(=O)Nc3ccc(F)cc3)cc2C1=O,·,-6,·,-4,·,·,32
CC(C)=C1C2CCC1C1C(=O)N(c3ccc4c(c3)OCO4)C(=O)C21 (stereo unspecified),-1,·,6,2,-1,-1,11
O=C(O)c1ccccc1NS(=O)(=O)c1ccccc1C(F)(F)F,4,-13,2,9,6,10,·
CC(C)Oc1ccc(C(=O)Nc2ccc3c(c2)n(C)c(=O)n3C)cc1,1,-18,4,6,-19,-1,-3
Nc1[nH]c(C(=O)c2ccc(Br)cc2)c(-c2ccc(Cl)c(Cl)c2)c1C(=O)NCCc1c[nH]c2ccccc12,-4,-26,-2,-4,·,0,21
CN1C(=O)c2c(C(=O)Nc3ccc(Oc4ccncc4)cc3)[nH]c(-c3ccccc3)c2C1=O,-3,-6,-1,18,·,-10,23
CCc1c(C)nc(SCC(=O)N2CCc3ccccc32)[nH]c1=O,0,14,-2,-2,·,-3,·
C[C@@H]1CN([C@@H](C)CO)C(=O)Cc2cc(NC(=O)Nc3ccc(F)cc3)ccc2O[C@@H]1CN(C)C(=O)Nc1ccc2c(c1)OCO2,0,-3,-3,-4,-10,-5,3
CN1C[C@@H]2[C@H](c3ccccc31)[C@H](CO)N2C(=O)c1ccccn1,0,-38,·,-53,12,-5,-75
CCOC(=O)Cc1csc(NC(=O)Cc2ccc(Br)cc2)n1,-1,-2,0,4,-6,-5,-12
C/C(=N\NC(=O)C1CCCC1)c1ccc(C(C)C)cc1,-3,-10,-2,-38,4,-7,-21
N#C[C@@H]1[C@@H](c2ccc(-c3ccccc3)cc2)[C@H](CO)N1C(=O)Cc1ccccc1,2,2,-5,5,10,?,21
COc1ccc(C(=O)NC2CC2)cc1OC1CCN(C(C)CSC)CC1 (stereo unspecified),5,10,-5,·,0,-5,-4
Nc1sc(-c2ccccc2)cc1C(=O)NCCc1ccc(Cl)cc1,-1,15,-2,13,·,0,-7
C/C=C/c1ccc2c(c1)O[C@H](CN(C)C(=O)c1ccccc1F)[C@H](C)CN([C@@H](C)CO)S2(=O)=O,-3,6,0,0,-9,?,·
COc1ccc(COC(=O)C2CCN(S(=O)(=O)c3ccc(Cl)cc3)CC2)cc1,-3,11,2,2,-4,7,-11
O=C(NCC[C@H]1CC[C@@H](NS(=O)(=O)c2ccccc2)[C@H](CO)O1)c1ccccc1F,6,1,-2,-4,4,16,-3
Cc1ccc(S(=O)(=O)N(Cc2cccc(C(F)(F)F)c2)C(=O)N2CCN(C)CC2)cc1,-1,-7,-2,2,1,-4,-4
CC(C)CC#Cc1ccc2c(c1)O[C@H](CN(C)C(=O)Cc1cccnc1)[C@H](C)CN([C@H](C)CO)S2(=O)=O,-2,7,1,5,5,2,19
O=C(Cc1n[nH]c(=O)[nH]c1=O)N/N=C/c1c(O)ccc2ccccc12,2,-17,-6,1,26,0,11
C[C@H]1CN([C@@H](C)CO)C(=O)c2cc(NS(=O)(=O)c3cn(C)cn3)ccc2O[C@@H]1CN(C)C(=O)NC1CCCCC1,-4,0,-4,4,2,·,·
Cc1cc(O)cc(=O)n1-c1cccc(F)c1,·,5,8,-9,·,1,-7
COc1ccc(C2CC(c3ccccc3O)=NN2C(=O)c2ccccc2)cc1OC (stereo unspecified),6,-5,3,7,-5,4,9
COc1cc(/C=N/NC(=O)c2cccc(S(=O)(=O)N3CCOCC3)c2)cc(OC)c1O,3,-16,-1,-7,-2,2,0
O=c1[nH]c(/C(Cl)=C/c2cc(Cl)ccc2O)nc2cc(Cl)ccc12,-3,·,-1,16,9,6,-1
C#CCN(Cc1ccco1)C(=O)c1ccc(OC2CCN(Cc3ccccn3)CC2)cc1,-3,1,-1,6,-2,-12,-9
CC1=CC=CN2C1=NC(=O)CC2(C)C(=O)N(CC(=O)NC1CCCC1)Cc1ccccc1 (stereo unspecified),-44,-4,-5,3,-1,12,-18
COc1ccc(C2CC(=O)C(c3ccc4ccccc4c3)=CN2Cc2ccccc2)cc1 (stereo unspecified),-1,-86,-2,-72,·,-5,-123
Cc1cccc(S(=O)(=O)N2CCCCN3[C@@H](CO)[C@@H](c4ccc(C#C[C@@H](C)O)cc4)[C@@H]3C2)c1,-3,6,2,13,11,11,-5
CCCN(CCC)CC(O)COc1ccc2c(c1)OCO2 (stereo unspecified),-3,3,0,-7,-4,9,-1
COc1cc(CN2CCCC(C(=O)c3ccc4c5c(cccc35)CC4)C2)cc(OC)c1O (stereo unspecified),0,12,2,-11,·,0,17
COc1cccc(CNC(=O)Cn2cccc2C(=O)c2ccccc2C)c1,-3,-6,1,·,4,2,-21
COc1cccc(/C=C2/SC(=S)N(CC(=O)Nc3nnc(C)s3)C2=O)c1,0,·,0,-1,-12,5,-12

# Continued:
SMILES,SIRT5 inh,LGR2 inh,Casp6 inh,EWS-Fli block,ARNT-TACC3 inh,DENV2 CPE rescue,PAX8 reporter
Cc1ccccc1C(=O)N1CCC(C(=O)Nc2ccc(C(C)C)cc2)CC1,0,4,3,·,3,15,5
CCn1c(CNC(=O)C23CC4CC(CC(C4)C2)C3)nnc1SCC(=O)Nc1nnc(C)s1,1,1,-3,18,-1,2,-2
Cc1cc(Br)cn2c(Cc3cccc(F)c3)c(-c3ccc(C#N)cc3)nc12,-1,16,-2,3,·,1,13
Cc1ccc(C2OC(=O)C=C2c2ccccc2)cc1 (stereo unspecified),-2,·,2,-76,-9,6,-8
CC1CN(C(=O)/C=C/c2ccccc2[N+](=O)[O-])CC(C)O1 (stereo unspecified),0,0,-4,-4,-3,8,5
CC(C)(C)OC(=O)NCCCC[C@H](NC(=O)c1nc[nH]c1C(=O)N1CCN(C(=O)OC(C)(C)C)CC1)C(=O)OC(C)(C)C,·,11,-1,-6,0,-3,3
CN(C)C(=O)C[C@H]1CC[C@H]2[C@@H](COC[C@@H](O)CN2C(=O)C2CCCC2)O1,·,-6,·,-5,-15,-5,-9
Cc1noc(NC(=O)c2ccc(Cl)cc2)c1Cl,-2,-2,-1,17,-5,-2,0
O=C(NCC(O)c1nc2ccccc2[nH]1)c1cc([N+](=O)[O-])ccc1F (stereo unspecified),-3,14,6,-8,·,6,21
Cn1c(=O)c2c(-c3ccccc3)n(-c3ccccc3N)cc2n(C)c1=O,-11,-9,2,-2,·,-8,6
C[C@@H]1CCCCO[C@@H](CN(C)S(=O)(=O)c2ccccc2)[C@@H](C)CN([C@H](C)CO)C(=O)c2cc(NC(=O)CCCCCC(=O)Nc3ccccc3N)ccc2O1,·,-9,1,-11,-3,3,-13
CCC(Oc1ccccc1F)C(=O)Nc1ccc2c(c1)n(C)c(=O)n2C (stereo unspecified),1,0,-3,17,0,-1,6
O=C(c1nn2c(C(F)(F)F)cc(-c3cccs3)nc2c1Br)N1CCCc2ccccc21,·,5,·,·,-2,·,29
CCN1CCN(Cc2c(O)ccc3c2O/C(=C\c2ccc(C)cc2)C3=O)CC1,·,-14,·,·,11,·,7
O=C(Nc1cccc(C(F)(F)F)c1)c1cccc(NS(=O)(=O)c2ccc(Br)c(C(=O)O)c2)c1,·,2,-2,-2,-13,2,1
CCN(CC)c1nc(N)nc(N(c2ccccc2)c2ccccc2)n1,1,-4,-4,8,-5,-6,27
COc1cccc(N=Cc2nc(-c3ccccc3)oc2OC(C)=O)c1,0,-2,-4,0,-4,3,1

# Compound profiles, as listed above. Values in the order: SIRT5 inh	LGR2 inh	Casp6 inh	EWS-Fli block	ARNT-TACC3 inh	DENV2 CPE rescue	PAX8 reporter
# O=C(c1nn2c(C(F)(F)F)cc(-c3cccs3)nc2c1Br)N1CCCc2ccccc21 is listed with ·	5	·	·	-2	·	29
# CCC(Oc1ccccc1F)C(=O)Nc1ccc2c(c1)n(C)c(=O)n2C (stereo unspecified) is listed with 1	0	-3	17	0	-1	6
# Cc1cc(Br)cn2c(Cc3cccc(F)c3)c(-c3ccc(C#N)cc3)nc12 is listed with -1	16	-2	3	·	1	13
